HEK293 tox = cytotoxic in the GLP-1 receptor inverse agonist counter-screen; HEK293 cAMP-luciferase reporter cells, luminescence, 24 h; Potency, µM (highest dose often 38.3 µM), without a hit: at the top dose activity change, negative = inhibition, actives largely listed as inhibitors; 410,000 tested, 0.13% active;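 also: loss of luciferase light is scored as toxicity; % is scaled to controls: 0 for no effect and ±100 for the full control effect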
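Luminescence readout: signal drop marks cytotoxicity. Plated cells grew 12 h at 37 °C, 5% CO2, received 23 nL compound for 24 h, then got luciferase reagent, read after 12 min at RT.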
HT1080 IDH1KD tx = HT-1080 IDH1 knockdown cell toxicity (counter line); 360,000 tested, 2% active; Potency, µM (highest dose often 46.1 µM), without a hit: at the highest dose activity, negative = toxicity, hits mostly cytotoxic; AID 686971; HT-1080 IDH1 knockdown viability, ATP luminescence, 48 h;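 also: 0% = DMSO wells and -100% = cell-free medium wells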
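Assay cells: HT-1080 with IDH1 knockdown, 750 per well, RPMI/5% FBS. Exposure: 48 h at 37 °C following 2 h pre-incubation. Read: CellTiter-Glo luminescence; fitted concentration-response, curve class assigned.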
SW480 rereplic = inducers of DNA re-replication in SW480 colon cancer cells | Potency, µM (top dose mostly 46.1 µM), for the others: top-dose re-replication activation, hits mostly activators | AID 624297 | 340,000 tested, 1.8% active | SW480 DNA re-replication, Hoechst DNA content imaging, 48 h; also: % of control where 0% means no effect; nearly all actives have a fitted effect of over 55% in size
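Image-based DNA-content assay: after two days of treatment, nuclei were labelled with the DNA dye Hoechst and imaged, and hits were compounds raising the count of nuclei showing high fluorescence intensity.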
GLP1R inv ag = acts as inverse agonist at human GLP-1 receptor. AID 624417. 410,000 tested, 1.6% active. Potency, µM (series often up to 38.3 µM), inactives show at the top dose activity change, negative = inhibition, usual class: inhibitors. P43220. HEK293 GLP-1R CRE-luciferase, luminescence, 24 h; GLP-1R form is constitutively active; also: % is scaled to controls: 0 for no effect and ±100 for the full control effect; nearly all actives have a fitted effect of over 55% in size
Target sequence (P43220 whole entry, looked up): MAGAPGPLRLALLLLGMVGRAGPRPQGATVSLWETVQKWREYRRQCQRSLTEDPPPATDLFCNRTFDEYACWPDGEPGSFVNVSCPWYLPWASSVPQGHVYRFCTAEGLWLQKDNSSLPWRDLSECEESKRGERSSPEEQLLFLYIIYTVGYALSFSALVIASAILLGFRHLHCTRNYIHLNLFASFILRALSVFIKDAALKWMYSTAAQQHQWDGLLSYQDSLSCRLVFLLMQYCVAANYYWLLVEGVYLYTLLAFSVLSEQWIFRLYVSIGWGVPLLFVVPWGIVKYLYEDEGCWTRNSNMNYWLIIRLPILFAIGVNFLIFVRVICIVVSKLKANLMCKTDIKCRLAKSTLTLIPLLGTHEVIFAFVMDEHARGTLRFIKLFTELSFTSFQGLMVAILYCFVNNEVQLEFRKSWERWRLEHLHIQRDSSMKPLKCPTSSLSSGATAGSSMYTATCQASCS
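Seeding at 200 cells/uL, 12 h culture, 24 hr compound treatment, then luciferase reagent and a luminescence read; cells are HEK293 stably expressing a constitutively active GLP-1R plus cAMP-responsive luciferase.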
KB-V1 cytotox = KB-V1 MDR subline cytotoxicity; KB-V1 MDR cells viability, CellTiter-Glo, 72 h; Potency, µM (top dose mostly 46.1 µM), for the others: at the top dose activity change, negative = cytotoxicity, hits mostly cytotoxic; 400,000 tested, 3.4% active; also: % is scaled to controls: 0 for no effect and ±100 for the full control effect; nearly all actives have a fitted effect of over 60% in size
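KB-V1, DMEM (no phenol red) + 10% FBS; cpd pin-transferred, titration series; 72 h, 37 degrees C; CellTiter-Glo, luminescence. Data normalized, curve-fit.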
HT1080NT lethal = kills 2HG-producing HT-1080-NT fibrosarcoma cells | HT-1080-NT fibrosarcoma viability, CellTiter-Glo ATP luminescence, 48 h | Potency, µM (top dose mostly 46.1 µM), for inactives: top-dose activity, negative = less viability, hits mostly cytotoxic | 360,000 tested, 1.6% active;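 also: NT is the 2HG producing partner of a matched IDH1 knockdown line; 0% = DMSO-treated cells and -100% = media-only wells without cells; nearly all actives have a fitted effect of over 55% in size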
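HT-1080-NT; 750 cells/well; 5% FBS RPMI; 48 h compound, 37 degrees C; CellTiter-Glo luminescence; curve fitting and curve-class assignment.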
TDP-43 yeast inh = rescues yeast growth from TDP-43 toxicity | TDP-43 expressing yeast growth rescue, BacTiter-Glo, 24 h | 410,000 tested, 1.8% active | Potency, µM (series often up to 46.1 µM), for inactives: at the top dose growth rescue (activation), hits mostly activators; also: % of control where 0% means no effect; nearly all actives have a fitted effect of over 50% in size
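Luminescence from BacTiter-Glo reports growth of TDP-43-expressing yeast after 24 hr at 30 deg C with compound. Cells were raffinose-pregrown to mid-log, then seeded in galactose medium at OD600=0.02.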
KB-3-1 cytotox = kills parental KB-3-1 adenocarcinoma cells | 400,000 tested, 1.4% active | KB-3-1 viability, CellTiter-Glo ATP luminescence, 72 h | AID 1347075 | Potency, µM (doses to about 46.1 µM), without a hit: at the top dose activity change, negative = cytotoxic, actives largely listed as cytotoxic; also: % is scaled to controls: 0 for no effect and ±100 for the full control effect; nearly all actives have a fitted effect of over 60% in size
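Luminescent ATP read-out (CellTiter-Glo) measures survival of drug-naive KB-3-1 cells after 72 h compound exposure at 37 °C. Titration series was screened from lowest to highest concentration, with DMSO vehicle plates as background controls.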
GLP1R ag = GLP-1 receptor (human) agonism | 380,000 tested, 0.007% active | HEK293 GLP-1R CRE-luciferase, luminescence, 4-6 h; cells express a hypersensitive GLP-1R form | Potency, µM (doses to about 45.6 µM), without a hit: at the top dose activation, most hits filed as activators | AID 624172; also: % of control where 0% means no effect
* marks the source's active call; other numbers are inactive results; ? = inconclusive; . = not tested or not shown; [ ] = dose if it differs, or a comment. Calls follow the shape of the dose curve; as a rule, active = well fitted curve in the direction sought with a large enough effect; inconclusive = small, poorly fitted or top-dose-only effect, or another doubt; inactive = no such curve, though single readings can be large; an effect the other way counts as inactive or inconclusive. Potency is read from the fitted curve at half-maximal effect. Compounds were not picked by outcome, and some 9.4% of all compounds hit somewhere here.

Structure	HEK293 tox	HT1080 IDH1KD tx	SW480 rereplic	GLP1R inv ag	KB-V1 cytotox	HT1080NT lethal	TDP-43 yeast inh	KB-3-1 cytotox	GLP1R ag
CCN(CC)CCCNC(CC(=O)Nc1cccc([N+](=O)[O-])c1)C(=O)O (stereo not given)	18%	7%	-13%	9%	-28%	1%	-8%	12%	6%
CCN(CC)C(=O)C1=C(C)N(Cc2ccc(OC)cc2)C(=O)C(CC(=O)NCc2ccco2)C1 (stereo not given)	1%	-4%	.	-11%	?	-7%	4%	-4%	-3%
COCC(=O)N1CCC(Oc2ccc(C(=O)NCc3cnc(C)cn3)cc2)CC1	-5%	21%	1%	54%[activator]	0%	24%	0%	6%	-1%
CC1(C(=O)NS(=O)(=O)c2ccccc2)CCN1C(=O)Cc1ccc(Cl)cc1Cl (stereo not given)	-5%	-3%	.	1%	-1%	6%	4%	0%	-6%
CCOc1ccccc1C(=O)NCCCN1CCN(CCCNC(=O)c2ccccc2OCC)CC1	-16%	1%	-8%	?	0%	7%	12%	0%	4%
O=S(=O)(c1ccc(Oc2ccc(S(=O)(=O)N3CCOCC3)cc2)cc1)N1CCOCC1	20%	-2%[9.24 µM]	-1%	2%	15µM*	-3%	-6%	?	1%
CN1C(=O)COc2ccc(C(=O)c3ccccc3C(=O)O)cc21	-3%	21%	1%	3%	-8%	26%	16%	9%	-6%
COc1cccc(Cn2c(NCC(C)C)nc3c2c(=O)n(C)c(=O)n3C)c1	0%	?	-6%	14%	3.3µM*	?	0%	1%	13%
O=C(CNC(=O)c1ccccc1F)NCc1cccnc1	-21%	13%	-3%	4%	?	14%	17%	3%	2%
O=C(NCCC(=O)N(Cc1ccco1)Cc1cccs1)c1ccc(Br)cc1	-5%	0%	-26%	?	?	3%[9.24 µM]	?	?	3%
CN(C)CCOC(=O)CC12CC3CC(C1)CC(CC(=O)OCCN(C)C)(C3)C2	-11%	-5%	2%	?	?	-5%	13%	-2%	0%
Cc1onc(-c2ccccc2Cl)c1C(=O)N1CCCc2ccccc21	12%	?	-5%	-17%	?	?	13%	10%	2%
Cc1ccc(CNC(=O)c2ccc(N3CCC4(CC3)CC(c3ccccc3)=NO4)c(NC(=O)c3cccc(C)c3)c2)cc1	11%	2%	-6%	33%[activator]	?	2%	13%	1%	14%
COc1ccc(-n2nc(C(=O)NCC(=O)NCCCN3CC(C)CC(C)C3)c3ccccc3c2=O)cc1OC (stereo not given)	-6%	6%	7%	3%	14%	8%	-3%	25%	14%
O=C(Cn1nc(C(=O)O)c2ccccc2c1=O)Nc1ccc(F)cc1F	6%	13%	-4%	4%	1%	14%	-14%	9%	10%
O=C(NCc1ccco1)c1nn(-c2ccccc2)c(=O)c2ccccc12	4%	-2%	-4%	13%	-3%	-1%	-2%	3%	8%
COc1ccc(C(=O)OC(C)C(=O)NCC2CCCCC2)cc1S(=O)(=O)N1CCOCC1 (stereo not given)	0%	5%	-3%	16%	8%	2%	16%	21%	13%
COC(=O)[C@H](Cc1ccc(O)cc1)NC(=O)Cn1cnc2c(NCc3ccccc3)ncnc21	-7%	-1%	-21%	1%	1%	0%	16%	-3%	-8%
O=C(NS(=O)(=O)c1ccccc1[N+](=O)[O-])c1ccccc1	0%	23%	1%	1%	8%	13%	10%	2%	0%
CCc1ccc([C@@H]2CC=C(C(=O)O)[C@H](c3ccc(C)cc3)N2S(=O)(=O)c2ccc(C)cc2)cc1	-20%	-22%	13%	?	0%	-23%	22%	0%	-1%
Cc1cc(C=O)sc1[B-](F)(F)F	1%	0%	11%	2%	0%	-4%	-25%	0%	-3%
CCc1ccccc1NC(=O)c1cc(=O)c2ccccc2o1	-3%	10%	-5%	15%	-3%	3%	15%	1%	9%
CSc1nc(NCCN(C)C)c2sc3nc(-c4ccco4)c4c(c3c2n1)CCC4	?	-8%	2%	?	-2%	-23%	-27%	-26%	3%
CCOC(=O)[C@]12CCCC=C1N(CCc1ccc(OC)c(OC)c1)C(=O)[C@H](CC(=O)NCC13CC4CC(CC(C4)C1)C3)C2	1%	?	.	?	?	-21%	-1%	?	.
OCCC1CN(Cc2ccc(Oc3ncccn3)cc2)CCN1C1CCCCC1 (stereo not given)	-24%	10%	11%	-12%	-18%	?	17%	-6%	19%
CCn1c(SCC(=O)N2CCCC2=O)nc2ccccc21	-7%	7%	.	-5%	?	1%	10%	1%	2%
NC(=O)c1ccc(N2CCN(c3ccccc3F)CC2)c([N+](=O)[O-])c1	1%	18%	-20%	11%	-26%	6%	-25%	17%	0%
NC1C=CC=C(C(=O)O)C1 (stereo not given)	-2%	10%	-5%	-5%	?	16%	23%	0%	2%
CCCOC(=O)Nc1nc2ccccc2o1	13%	-6%	-21%	-18%	-18%	-5%	24%	3%	2%
Cc1ccc(OCC(=O)NCCNC(=O)c2ccncc2)cc1	-10%	4%	-4%	-3%	?	0%	-6%	?	15%
Cc1ccccc1NC(=S)NC(=O)/C=C/c1ccco1	-4%	-9%	?	-14%	3%	-1%	10µM*	-5%	-1%
CSc1nnc(Cc2ccc3c(c2)OCO3)o1	-9%	11%	-5%	23%	5%	19%	0%	11%	-1%
CS(=O)(=O)N(CC(=O)NC1CCCC1)c1ccc(Oc2ccccc2)cc1	2%	-2%	16%	?	0%	2%	28%	-8%	1%
CC(C(=O)NCC1CCCCC1)N1CCN(S(=O)(=O)c2cccs2)CC1 (stereo not given)	-11%	0%	?	?	-30%	0%	12%	14%	17%
O=C(Cc1cccc2ccccc12)N/N=C/c1ccncc1	0%	4%	-7%	22%	?	-2%	2%[9.22 µM]	-3%	6%
Cc1cc2c3c(c1C)C1(C(=O)N3C(C)(C)CC2C)C(C#N)=C(N)Oc2n[nH]c(C)c21 (stereo not given)	-20%	?	11%	-9%	12%	?	-13%	?	1%
CCC(C)NC(=O)C1CCC(CNS(=O)(=O)c2ccc3c(c2)CC(C)N3C(C)=O)CC1 (stereo not given)	-2%	18%	?	1%	24%	8%	-8%	7%	0%
O=C(Nc1ccc(N2CCOCC2)cc1)c1ccc(Cl)nc1	-1%	13%	0%	7%	-7%	12%	5%	0%	-1%
COc1ccc(NC(=O)CCNC(=O)Cn2cnc3ccccc3c2=O)c(OC)c1	-2%	2%	1%	27%	14%	7%	-1%	0%	3%
O=[N+]([O-])c1ccc(N2CCN(C(=S)Nc3ccccc3)CC2)cc1	1%	-6%	2%	17%	7%	0%	-4%	2%	0%
Cc1ccccc1Cn1ccc(-c2ccc3c(c2)OCO3)n1	1%	-11%	-4%	0%	2%	0%	18µM*	2%	11%
COc1ccccc1CNC(=O)CSc1ncc2c(n1)-c1cc(Cl)ccc1N(Cc1ccccc1)S2(=O)=O	6%	.	.	-11%	-16%	.	28%	-7%	.
CCOc1ccc(NC(=O)Cn2cc(C(=O)c3ccc(CC)cc3)c(=O)c3cc(C)ccc32)cc1	4%	.	.	9%	1%	.	15%	3%	1%
COc1ccccc1C(=O)COC(=O)CSCC(=O)Nc1cc(C)on1	4%	-1%	1%	0%	13%	-9%	18%	-4%	-1%
N/C(=N\OC(=O)Cc1ccccc1[N+](=O)[O-])c1ccncc1	-4%	3%	-7%	19%	?	10%	5%	9%	-6%
O=C1C(=Cc2cn(-c3ccccc3)nc2-c2ccc(OCc3ccccc3)cc2)SC(=S)N1CCS(=O)(=O)O	-29%	-25%	.	-13%	-14%	-17%	-13%	0%	-3%
O=C(NC1CCCCC1)c1ccc(-c2ccccc2F)o1	-6%	-1%	-11%	?	-16%	-1%	13µM*	0%	2%
CCN(CC)c1cc(C)c2cc(NC(=O)c3cc(OC)cc(OC)c3)ccc2n1	-23%	.	.	?	-2%	.	19%	-7%	5%
Cc1ccc(NC(=S)NCCc2ccc(S(N)(=O)=O)cc2)cc1C	-9%	5%	-5%	-2%	0%	-1%	14%	-3%	-8%
COc1ccc(NC(=O)c2ccc3c(c2)C(=O)N(Cc2ccncc2)C3=O)cc1S(N)(=O)=O	-1%	-15%	7%	2%	17%	-3%	6%	20%	2%

Whole records, looked up by structure. Values in the order: HEK293 tox	HT1080 IDH1KD tx	SW480 rereplic	GLP1R inv ag	KB-V1 cytotox	HT1080NT lethal	TDP-43 yeast inh	KB-3-1 cytotox	GLP1R ag
`NC(=O)c1ccc(N2CCN(c3ccccc3F)CC2)c([N+](=O)[O-])c1` in the list: 1%	18%	-20%	11%	-26%	6%	-25%	17%	0%
`NC1C=CC=C(C(=O)O)C1` (stereo not given) in the list: -2%	10%	-5%	-5%	?	16%	23%	0%	2%

Going on with the list.
Structure	HEK293 tox	HT1080 IDH1KD tx	SW480 rereplic	GLP1R inv ag	KB-V1 cytotox	HT1080NT lethal	TDP-43 yeast inh	KB-3-1 cytotox	GLP1R ag
CCn1c(SCC(=O)Nc2ccc3c(c2)OCO3)nnc1-c1cnccn1	4%	-7%	-11%	7%	21µM*	-4%	-21%	-10%	1%
CCCCOc1cccc(C(=O)NC(=S)Nc2cccc(C(F)(F)F)c2)c1	?	-2%	?	?	-12%	-12%	-8%	-5%	20%
O=C(COc1ccccc1)NCC(=O)Nc1cccc(S(=O)(=O)NC2=NCCC2)c1	-2%	1%	-7%	2%	4%	-7%	-12%	0%	4%
CN(/N=C/c1ccc([N+](=O)[O-])o1)c1ccccc1	?	-1%	-5%	-4%	-16%	2%	14µM*	-5%	6%
O=C(O)c1ccc(NC(=S)NC(NC(=O)c2ccco2)C(Cl)(Cl)Cl)cc1 (stereo not given)	6%	1%	-7%	8%	-5%	0%	3%	-2%	-11%
Cc1cc(C)n(CCc2nc(-c3ccc(-c4ccccc4)cc3)cs2)n1	-8%	?	17%	?	?	-6%	-12%[0.397 µM]	?	21%
